EWS-Fli block: EWS/Fli transcriptional activity inhibition | A673 NR0B1-luciferase reporter, viability-normalised | 350,000 compounds, 0.67% hits | inhibition, % at 12.6 µM;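 active = mean inhibition of at least 50% after viability correction, with every replicate also passing that limit; inconclusive = mean reaches 50% but only one of two replicates passes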;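 note: firefly luciferase signal divided by Alamar Blue viability fluorescence both relative to DMSO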
Casp6 inh: caspase-6 (human) enzyme inhibition. purified caspase-6, Z-VEID-R110 cleavage fluorescence. inhibition, % at 12.5 µM. 350,000 compounds, 0.53% hits;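 active = mean inhibition across replicates at least about 35%, with every replicate also reaching that limit, limit read from the data; inconclusive = only one of the two criteria met; inactive = neither criterion met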;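 note: 0% = median of neutral control wells and 100% = no fluorescence left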
Target sequence (P55212 24-179 limits assumed): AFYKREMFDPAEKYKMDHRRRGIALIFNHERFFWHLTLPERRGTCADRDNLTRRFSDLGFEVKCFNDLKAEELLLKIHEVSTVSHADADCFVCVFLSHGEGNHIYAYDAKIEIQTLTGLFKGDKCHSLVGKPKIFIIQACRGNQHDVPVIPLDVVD
Target sequence (P55212 194-293 limits assumed): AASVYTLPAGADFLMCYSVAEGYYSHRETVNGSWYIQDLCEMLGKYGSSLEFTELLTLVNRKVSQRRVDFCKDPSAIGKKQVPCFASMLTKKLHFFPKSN
LGR2 inh: inhibitors of bursicon-induced Drosophila LGR2 receptor cAMP signaling; HEK293 LGR2, CRE-luciferase, bursicon-stimulated, 4 h; inhibition, % at 9.99 µM; 380,000 compounds, 0.35% hits; AID 720647;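 active = drop in luminescence signal, shown as inhibition above about 50% in the replicate tests, limit read from the data, passing the limit was not always enough; inconclusive = probably only some replicates passing the limit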;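 note: agonist challenge used bursicon conditioned medium at about half maximal strength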
SIRT5 inh: blocks human SIRT5 desuccinylation of peptide | Q9NXA8 | inhibition, % at 15 µM | 330,000 compounds, 1.1% hits | AID 652115 | Purified SirT5, succinyl-peptide AMC, trypsin-coupled fluorescence; in the data active = inhibition above about 15%; inconclusive = no clear call, values can overlap the other calls
Target sequence (Q9NXA8 whole entry, looked up): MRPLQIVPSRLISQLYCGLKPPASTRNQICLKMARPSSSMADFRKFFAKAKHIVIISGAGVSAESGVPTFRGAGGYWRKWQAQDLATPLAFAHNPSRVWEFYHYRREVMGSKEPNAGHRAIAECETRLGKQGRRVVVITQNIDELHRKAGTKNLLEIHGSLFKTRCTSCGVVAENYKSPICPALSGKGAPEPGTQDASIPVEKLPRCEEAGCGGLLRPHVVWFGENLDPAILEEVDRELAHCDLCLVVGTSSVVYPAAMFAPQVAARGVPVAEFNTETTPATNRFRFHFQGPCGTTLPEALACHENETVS
ARNT TACC3 PPI: disruptors of human ARNT/TACC3 interaction; Q9Y6A5; AlphaScreen His-ARNT PAS-B/GST-TACC3 binding, luminescence; TACC3 fragment carries E629A point mutation; inhibition, % at 9.99 µM; 390,000 compounds, 0.66% hits;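 active = mean inhibition of replicates at least 50% and at least half of replicates each reaching 50%; inconclusive = half or more replicates reach 50% but mean below 50%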;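 note: 0% = complete ARNT plus TACC3 wells and 100% = ARNT alone without TACC3; many hits fall short of the cut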
PAX8 inh HTS: inhibitors of PAX8 transcriptional activity in RMG-I cells; RMG-I TPO-luciferase reporter, SteadyGlo, 24 h; inhibition, % at 12.6 µM; 360,000 compounds, 1.2% hits; AID 652154;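 active = mean replicate inhibition at least 60% with every replicate also reaching 60%; inconclusive = only one of the two criteria is met; inactive = mean below 60% and not all replicates reaching 60%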;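 note: luciferase light reporting Pax8 driven TPO promoter activity; plate controls were median of neutral control wells for no effect and mitoxantrone controls for full effect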
DENV2 CPE: inhibitors of DENV2 cytopathic effect; AID 651640; CPE inhibition, % at 9.99 µM; DENV2-infected cells, cytopathic effect rescue, plate reader; 350,000 compounds, 1.7% hits; in the data active = CPE inhibition above about 20%, passing the limit was not always enough; inconclusive = no clear call, values can overlap the other calls; tested in BHK-21 cells;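 note: 0% = median of neutral control wells and 100% = median of positive control wells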
* marks the source's active call; other numbers are inactive results; ? = inconclusive; · = no result given; & = joins results of further samples.

SMILES	EWS-Fli block	Casp6 inh	LGR2 inh	SIRT5 inh	ARNT TACC3 PPI	PAX8 inh HTS	DENV2 CPE
C[C@]12C[C@@H](O)[C@H](O)CC1=CCC1C2CC[C@@]2(C)C1CC[C@@H]2O (stereo not given in full)	17.2	-0.5	1.6	4.5	1.4	·	16.6
FC(F)(F)c1ccccc1CNCCc1c[nH]c2ccccc12	8.8	-4.5	0.5	-1.6	0.0	35.9	4.5
COc1ccc2c3c1O[C@H]1C(=O)CC[C@H]4[C@@H](C2)N(C)CC[C@]314	-4.4	-0.3	7.9	·	-3.9	·	-12.6
C[N+]1(C)C2CC[C@H]1CC(OC(=O)C(CO)c1ccccc1)C2 (stereo not given in full)	-5.0	6.3	-18.9	-8.8	-5.0	-15.2	-3.4
O=C(Nc1ccccc1)c1cc([N+](=O)[O-])ccc1N1CCNCC1	13.7	-0.9	-8.3	1.0	3.4	15.1	-2.5
C[N+](C)(C)CC1CCCC(C[N+](C)(C)C)C1=O (stereo not given)	3.4	-42.7	9.9	·	-7.7	10.1	-0.8
COC(=O)C1=C(c2ccc(OC(F)(F)F)cc2)C[C@@H]2CC[C@H]1N2C(=O)N1CCCC1	22.6	-2.4	·	·	-8.6	12.1	-3.8
COc1ccc(N2C(=O)/C(=C/c3cccs3)C(=O)NC2=S)cc1	24.6	9.0	12.8	1.4	-4.1	29.8	-1.3
O=c1[nH]c(=O)n(-c2cccc3ccccc23)c(O)c1/C=N/N1CCCCC1c1cccnc1 (stereo not given)	-7.1	-0.2	-31.6	0.6	·	16.0	7.2
COC(=O)C1=C(c2ccccc2OCc2ccccc2)C[C@@H]2CC[C@H]1N2C(=O)NCCN1CCOCC1	-1.1	-0.7	-4.1	-1.2	-2.4	13.2	7.8
COc1ccc(-c2ccc([C@H]3[C@H]4CN(C(=O)Cc5ccncc5)CCCCN4[C@H]3CO)cc2)cc1	-0.2	2.8	1.9	0.9	-1.4	59.7	?
Cc1ccccc1N	-7.1	-3.2	1.3	·	·	·	-19.0
O=C1NC(=O)C(=Cc2ccc(-c3ccc(S(=O)(=O)N4CCOCC4)cc3)o2)C(=O)N1	-5.0	10.2	·	10.4	0.2	-28.1	-2.8
COC(=O)C1=C(c2c(C)noc2C)C[C@@H]2CC[C@H]1N2C(=O)NCC1CC1	-28.9	-1.2	-16.0	·	21.8	12.2	9.5
CC(=O)O[C@H]1C(=O)[C@@]2(C)C([C@H](OC(=O)c3ccccc3)[C@]3(O)C[C@H](O)C(C)=C1C3(C)C)[C@]1(OC(C)=O)CO[C@@H]1C[C@H]2O (stereo not given in full)	10.1	15.7	1.0	-1.1	-14.3	·	?
Cc1cc(OCC(=O)NCC(O)c2ccccc2)c2c3c(c(=O)oc2c1)CCCC3 (stereo not given)	4.6	-0.4	6.7	-8.6	-2.2	38.3	-3.3
COCCCn1c(N)c(C(=O)NCc2ccco2)c2nc3ccccc3nc21	10.5	98.5*	25.6	·	17.6	13.1	-5.8
CN1CCN(c2c(F)cc([N+](=O)[O-])c(N)c2Br)CC1	7.0	1.2	2.5	-0.6	-0.4	4.3	16.0
CCOc1ccc(-n2c(CC)nc3ccccc3c2=O)cc1	10.6	-2.3	-11.7	0.0	-1.9	5.0	-11.9
CCN(CC)c1ccccc1	-1.7	1.4	-12.2	·	·	·	129.2*
CNC(=S)N1CCN(CCN=Cc2c(O)n(-c3ccc(C)cc3)c(=S)[nH]c2=O)CC1	-1.5	1.3	-19.5	-0.6	-11.9	-19.1	-3.2
CCCNC(=O)N1CCC2(CC1)OCCO2	5.7	0.9	-8.8	1.3	·	20.1	-6.4
CCCCn1c(N)c(C(=O)OCCOC)c2nc3ccccc3nc21	8.0	0.2	-8.8	-12.3	·	-5.0	-4.3
O=C(Cc1ccccn1)N1CCCCN2[C@H](CO)[C@H](c3ccc(-c4ccccc4)cc3)[C@H]2C1	5.0	-3.5	5.5	7.0	0.6	4.7	-5.6
CCCCn1c(O)c(C(CC)=NCCCn2ccnc2)c(=O)[nH]c1=O	-0.6	-9.0	-5.8	-0.6	·	5.5	-1.7

(listing goes on)
SMILES	EWS-Fli block	Casp6 inh	LGR2 inh	SIRT5 inh	ARNT TACC3 PPI	PAX8 inh HTS	DENV2 CPE
O=c1[nH]c(O)c(N=Nc2cc([N+](=O)[O-])ccc2O)c(=O)[nH]1	-25.2	8.4	16.4	12.7	56.6*	14.8	·
O=C(/C=C/c1ccc(F)cc1)NC(=S)N1C[C@H]2C[C@H](C1)c1cccc(=O)n1C2	-9.4	19.5	-3.4	-1.9	7.3	·	-8.8
CCC(C)(O)C(=O)OC1C(=O)OC2CC3C(C)=CC(O)C(O)C3(C)C3C4(O)OCC23C1C(C)C4O (stereo not given)	22.9	-0.1	31.8	-1.0	·	·	7.7
C=CCC1(Cc2ccsc2)C(=O)NC(=O)NC1=O	2.7	0.5	-17.2	-1.0	-0.6	16.2	-6.8
COC12CCC3(CC1C(C)(O)C(C)(C)C)[C@H]1Cc4ccc(O)c5c4[C@@]3(CCN1CC1CC1)C2O5 (stereo not given in full)	16.1	3.5	7.3	·	0.4	·	0.6
CC(Cc1ccccc1)NC(=O)Cc1ccc([N+](=O)[O-])cc1 (stereo not given)	-1.9	0.0	-1.9	-2.3	7.4	-6.2	-0.7
c1ccc(N2Cc3ccccc3-n3nncc3C2)nc1	8.5	1.5	-13.9	10.0	·	6.7	-2.6
COc1ccc(CCN)cc1OC	9.5	-0.2	·	·	-1.8	·	-6.4
Cc1ccc(C2=NC(C)(C)N3C2C3c2ccc([N+](=O)[O-])cc2)cc1 (stereo not given)	·	·	17.5	·	-1.7	-33.3	·
Cc1ccccc1-n1c(O)c(/C=N/Nc2nc3c(c(=O)n(C)c(=O)n3C)n2C)c(=O)[nH]c1=S	·	·	2.9	·	50.7*	6.7	·
FC(F)(F)c1ccccc1N1CC1c1ccncc1 (stereo not given)	8.7	-1.5	10.2	-1.1	6.9	17.2	1.0
C=CCn1c(O)c(/C=N/N2CCOCC2)c(=O)[nH]c1=S	4.9	-0.9	5.2	8.7	·	8.7	-0.2
CS(=O)(=O)c1ccc(C2=C(CNC(=O)c3cccnc3)[C@H]3CC[C@@H](C2)N3Cc2ccco2)cc1	-2.7	1.1	32.0	-1.8	·	7.6	11.2
CC12CCC3C(CC=C4CC5(CCC43C)OCCO5)C1CCC2=O (stereo not given)	3.9	-0.1	·	7.6	1.3	-11.3	-1.1
CC(=O)c1c(C)n(Cc2ccccc2)c2ccc(O)cc12	0.0	2.3	5.7	-3.6	-4.4	7.0	4.8
O=C(CF)N(O)c1ccc(C=Cc2ccccc2)cc1	-25.7	-0.6	58.3*	·	1.6	-164.7	-10.2
c1ccc2c(c1)cc1ccc3cccc4ccc2c1c34	-10.6	6.3	-63.8	-5.1	·	-28.0	-0.4
O=C(Cc1ccccc1)N1CCCCN2[C@H](C1)[C@@H](c1ccc(C#Cc3ccccc3)cc1)[C@@H]2CO	·	0.7	18.1	-1.9	·	15.1	-9.3
c1ccc(CNC2CN3CCC2CC3)cc1 (stereo not given)	11.7	-4.2	7.8	·	-19.5	5.9	-8.2
Nc1cccc(SC2CC(=O)N(c3ccc(Cl)cc3C(=O)c3ccccc3)C2=O)c1 (stereo not given)	11.9	-0.4	8.2	-1.4	·	16.7	5.0
O=C(COc1ccc(Cl)cc1)N1CCN(Cc2ccccc2)CC1	5.1	9.9	2.2	15.6*	1.6	·	·
O=C(CN1CCOCC1)c1ccc2cc[nH]c2c1	-6.2	2.5	5.0	-0.7	-0.2	11.2	5.5
CN1C(=O)NC(=O)C(C)(C2=CCCCC2)C1=O (stereo not given)	-53.0	-2.8	1.2	·	2.5	·	-5.0
CC[C@H](C)[C@@H]1NC(=O)CNC(=O)c2csc(n2)[C@H](C(C)(C)O)OC(=O)C(C)(C)[C@H](CCCC(C)(Cl)Cl)OC(=O)c2csc1n2	2.2	39.9*	·	5.9	·	101.7*	3.1
COC(=O)[C@@H]1[C@@H](CO)[C@@H]2Cn3c(ccc(-c4ccccc4)c3=O)[C@H]1N2S(=O)(=O)c1ccccc1C	0.6	-2.1	13.6	-13.8	-15.7	-2.6	0.1

Remaining list, next part:
SMILES	EWS-Fli block	Casp6 inh	LGR2 inh	SIRT5 inh	ARNT TACC3 PPI	PAX8 inh HTS	DENV2 CPE
COC(=O)C1=C(c2ccc(OCc3ccccc3)cc2)C[C@@H]2CC[C@H]1N2C(=O)NCc1ccc([N+](=O)[O-])cc1	9.7	-2.5	9.7	·	-0.6	68.3*	-4.4
CC(C)CN1CCN(Cc2c(F)cccc2Cl)CC1CCO (stereo not given)	7.1	2.0	2.6	0.5	1.6	-4.1	4.2
CN(C(=O)Oc1cccc2ccccc12)C1C=CCC1 (stereo not given)	-39.1	1.7	-42.6	·	·	-37.7	65.0*
CC(C)(C)n1nnnc1C(CCc1ccccc1)N1CCC(n2c(=O)[nH]c3ccccc32)CC1 (stereo not given)	20.0	-2.7	31.6	0.1	·	16.4	?
COC(=O)[C@@H]1[C@@H](CO)[C@@H]2Cn3c(cccc3=O)[C@H]1N2Cc1nccs1	-5.9	-0.7	-6.8	-1.2	2.3	-10.3	-0.2
Clc1ccc(C(OCCN2CCCCC2)c2ccccc2)cc1 (stereo not given)	2.6	-0.9	·	-1.7	0.9	10.2	13.2
CCN(CC)c1ccc(/C=C/[N+](=O)[O-])cc1	6.6	-20.7	29.9	0.5	·	-13.9	-1.5
CCc1ccc(/C=C(/C#N)C(N)=S)cc1	·	·	10.2	·	-4.9	5.1	·
COC(=O)C1=C(c2ccc3ccccc3c2)C[C@@H]2CC[C@H]1N2C(=O)NCCO	-1.0	-0.3	-1.6	-9.7	-7.1	9.8	-5.3
COc1ccc(-c2ccc([C@H]3[C@@H](CO)N4CCCCN(C(=O)Cc5ccccc5)C[C@@H]34)cc2)cc1	·	-4.3	6.9	0.3	0.8	-12.9	5.2
Cc1cc(C(=O)OCC(=O)Nc2c(F)cccc2F)c(C)n1C1CC1	-5.8	1.6	-2.2	-3.1	-2.4	7.7	0.4
Cn1cc(C(=O)NCc2ccccc2)c2ccccc21	-35.4	2.4	5.7	-1.6	2.2	2.3	·
O=C(C[N+]12CCN(CC1)CC2)NCCc1ccc(Cl)cc1Cl	0.1	-7.1	8.7	-1.9	·	-16.5	0.1
C[C@H]1CN([C@@H](C)CO)C(=O)CCCn2nncc2CO[C@H]1CN(C)C(=O)Oc1ccc2ccccc2c1	4.1&2.6&6.0	1.5&-0.6&-1.4	8.1&-13.1	-1.1&2.9&-1.2	-2.1&-3.8	8.2&45.2	8.9&-9.7&0.2
O=S(=O)(c1cccc2ccccc12)N1Cc2ccccc2-n2nncc2C1	-5.0	11.4	5.2	·	·	15.8	-2.8
C/C(=N\N1CCCCC1c1cccnc1)c1c(O)n(C2CCCCC2)c(=S)[nH]c1=O (stereo not given)	·	·	1.5	·	-1.9	16.0	·
CCCCOC(=O)c1ccccc1N	-7.0	-1.6	-13.2	·	·	·	5.7

High-throughput results deposited in PubChem BioAssay by Broad Institute.

These rows are one share of the data (hit frequency here may not be typical).
